Bioassay records deposited in PubChem by several laboratories.
Hsp70 activator: transcriptional activators of Hsp70; 0.04% of 200,000 active; HeLa Hsp70 promoter luciferase reporter, luminescence; scaled: vehicle 0, proteasome-inhibitor control 100%; activation, % at 10 µM;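 active = activation above the mean across all tested compounds plus 3 SD, cutoff set per campaign, cut at about 5.5% in these data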;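 note: 100% = MG132 at 30 µM as the positive control and 0% = DMSO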
TLR4 MyD88 comp: TLR4-MyD88 interaction inhibition in cells; O00206+Q99836; HeLa CL3-4 TLR4/MyD88 BLA complementation, FRET ratio; inhibition, % at 8.4 µM; 0.18% of 200,000 active; AID 861; in the data active = inhibition above about 25%;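 note: 0% = vehicle and 100% = reference inhibitor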
Target sequence (O00206 whole entry, looked up): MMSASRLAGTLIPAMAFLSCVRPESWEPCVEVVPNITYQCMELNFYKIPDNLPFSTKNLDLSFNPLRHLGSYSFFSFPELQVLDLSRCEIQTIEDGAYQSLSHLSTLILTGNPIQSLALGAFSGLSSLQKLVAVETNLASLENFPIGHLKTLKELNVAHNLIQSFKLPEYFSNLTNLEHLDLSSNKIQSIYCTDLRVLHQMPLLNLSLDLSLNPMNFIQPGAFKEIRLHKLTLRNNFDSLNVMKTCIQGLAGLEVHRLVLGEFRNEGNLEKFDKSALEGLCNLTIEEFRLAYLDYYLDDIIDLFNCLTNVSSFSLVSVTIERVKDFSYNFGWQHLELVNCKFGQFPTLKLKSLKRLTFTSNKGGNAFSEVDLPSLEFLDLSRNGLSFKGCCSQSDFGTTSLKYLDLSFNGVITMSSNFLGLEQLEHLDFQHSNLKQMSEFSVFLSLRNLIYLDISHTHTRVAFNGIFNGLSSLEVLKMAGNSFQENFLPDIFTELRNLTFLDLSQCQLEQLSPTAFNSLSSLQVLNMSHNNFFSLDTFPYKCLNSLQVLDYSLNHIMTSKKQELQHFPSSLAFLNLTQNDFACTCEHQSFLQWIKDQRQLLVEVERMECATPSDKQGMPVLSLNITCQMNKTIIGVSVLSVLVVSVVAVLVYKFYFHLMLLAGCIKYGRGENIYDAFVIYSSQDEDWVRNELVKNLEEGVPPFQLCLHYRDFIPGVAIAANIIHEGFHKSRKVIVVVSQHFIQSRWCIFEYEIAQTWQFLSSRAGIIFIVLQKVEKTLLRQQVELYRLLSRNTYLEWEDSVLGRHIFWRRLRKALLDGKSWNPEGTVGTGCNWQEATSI
Target sequence (Q99836 whole entry, looked up): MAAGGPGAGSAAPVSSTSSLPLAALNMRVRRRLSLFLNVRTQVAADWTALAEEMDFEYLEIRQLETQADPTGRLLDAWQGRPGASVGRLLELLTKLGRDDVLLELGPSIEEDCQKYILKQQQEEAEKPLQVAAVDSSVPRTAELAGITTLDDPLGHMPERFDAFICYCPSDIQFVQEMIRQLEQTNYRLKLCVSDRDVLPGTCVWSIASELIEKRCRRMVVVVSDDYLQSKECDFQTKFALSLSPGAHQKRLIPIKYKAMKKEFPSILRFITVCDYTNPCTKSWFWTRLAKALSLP
STAT3 activator: activators of IL-6 induced STAT3 signaling. U3A cells, IL-6 STAT3-luciferase reporter, luminescence; 100% = signal with IL-6 EC80 alone. activation (% of control), % at 5.6 µM. 0.91% of 190,000 active. AID 871;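 active = activation above the screen-wide mean of compound activation plus 3 SD, cut at about 130% in these data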;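 note: 0% = background luminescence of wells with medium and substrate only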
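Material: human STAT1-deficient U3A cells with stable STAT3-luciferase reporter / Probe or stimulus: IL-6 stimulus at 33 ng/mL final / Schedule: 1 h compound pre-exposure, 6 h IL-6 stimulation, 37 °C / Technique: luminescence / Read-out basis: percent of IL-6-only median luminescence / Control set: IL-6-only high control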
APP transl inh: APP translation inhibition | SH-SY5Y APP 5'UTR-luciferase reporter, luminescence | inhibition, % at 2 µM | 0.82% of 190,000 active;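 active = inhibition above a set limit, derived from the sample mean plus 3 SD, cut at about 45% in these data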; note: values of inactives mirror those of a sister screen read the other way
Diaph inh CS: inhibits diaphorase or chemically oxidizes, flagging diaphorase assay artifacts; 0.69% of 190,000 active; diaphorase resazurin-to-resorufin fluorescence, NADH, 16 min; bacterial (C. kluyveri) enzyme, not human; inhibition, % at 20 µM;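 active = primary screen inhibition at 20 µM above a set limit, cut at about 50% in these data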;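 note: plate controls were DMSO with full reaction for no effect and wells lacking NADH for full effect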
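Assay system: diaphorase enzyme from Clostridium kluyveri. Quantity: enzyme working solution with 0.14 U/mL diaphorase. Schedule: reaction incubation of 16 min at room temperature. Technique: resorufin fluorescence, excitation 544 nm, emission 590 nm. Controls: No-NADH positive control and DMSO neutral control.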
G6PDH counter: counter-screen for G6PDH assay hits: L. mesenteroides G6PDH inhibition | Purified L. mesenteroides G6PDH, diaphorase/resazurin coupled fluorescence, 45 min | inhibition, % at 5 µM | 0.12% of 200,000 active | AID 1020; in the data active = inhibition above about 50%
STAT3 inh: STAT3 signaling inhibition | 0.89% of 190,000 active | inhibition, % at 5.5 µM | U3A cells, IL-6 STAT3-luciferase reporter, luminescence; host cell line lacks STAT1;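 active = inhibition above the mean inhibition across all screened compounds plus 3 SD, cut at about 44% in these data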;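 note: 0% = DMSO only wells and 100% = 100 µM nifuroxazide control wells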
STAT1 inh: inhibitors of IFN-gamma induced STAT1 signaling; AID 920; 0.35% of 200,000 active; NIH 3T3 STAT1-luciferase reporter, luminescence; inhibition, % at 5.5 µM;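 active = inhibition above a set limit, the mean inhibition across all tested compounds plus 3 SD, cut at about 34% in these data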;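 note: 0% = IFN-gamma with DMSO and 100% = IFN-gamma with 300 µM nifuroxazide; values of inactives mirror those of a sister screen read the other way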
STAT1 act: activators of IFN-gamma induced STAT1 signaling; NIH 3T3 STAT1-luciferase reporter, luminescence; 100% = IFN-gamma alone, no compound; activation (% of control), % at 5.5 µM; 2.6% of 200,000 active;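 active = activation above the screen-wide mean activation plus 3 SD, cut at about 130% in these data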;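 note: raw ratio to IFN-gamma control signal so 100% means no change and 0% no light; values of inactives mirror those of a sister screen read the other way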
Diaph act CS: activates diaphorase or chemically reduces, flagging diaphorase assay artifacts | Diaphorase/resazurin coupled assay, resorufin fluorescence, 16 min; hits give high values; 1 = vehicle wells, 0 = NADH-free wells | activation factor at 20 µM | 0.005% of 190,000 active;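 active = diaphorase activity raised at least twofold by the compound at 20 µM; inactive = activation factor below 2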
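test system = bacterial diaphorase enzyme (C. kluyveri) | quantity = enzyme 0.07 U/mL final | reagent = NADH substrate 0.114 mM plus resazurin dye 0.1 mM, final | incubation = 16 min enzyme reaction, ambient temperature | buffer or medium = HEPES pH 7.4 buffer with MgCl2 and Tween 20 | signal = fluorescence of resorufin, 544 nm excitation, 590 nm emission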
* marks the source's active call; other numbers are inactive results.

Each structure is followed by: Hsp70 activator, TLR4 MyD88 comp, STAT3 activator, APP transl inh, Diaph inh CS, G6PDH counter, STAT3 inh, STAT1 inh, STAT1 act, Diaph act CS
1	Cc1noc(NS(=O)(=O)c2ccc(NC(=O)c3cc(-c4ccccc4Cl)nc4ccccc34)cc2)c1C
  -0.2, -6, 95, -8, 26, 1, 8, 3, 95, 0.7
2	CC(Cc1cccs1)NC(=O)Nc1ccc(F)cc1 (centres undefined)
  0.4, 4, 106, -15, -5, 14, -11, -3, 103, 1.1
3	C/C(Cn1cnc([N+](=O)[O-])n1)=N\NC(=O)c1ccccc1
  -0.3, 0, 97, -30, 17, 3, 7, -19, 115, 0.8
4	Cc1cccc(NC(=O)c2sc3nc(-c4ccccc4)cn3c2C)n1
  -0.3, 0, 79, -34, 10, -53, 28, -9, 108, 0.9
5	COc1ccc(CN2CCN(C(=O)c3ccc(-c4ccccc4)cc3)CC2)c(OC)c1OC
  -0.5, 2, 87, 3, 22, 2, 18, -2, 102, 0.8
6	Cc1ccc2nc(SCC(=O)Nc3ccc4c(c3)CCC4)[nH]c2c1
  0.0, 5, 106, 8, 0, 2, -9, 2, 98, 1
7	Cc1ccc(NC(=O)NC(=O)CSc2nnc(-c3ccc(OC(F)F)cc3)n2N)c(C)c1
  -0.3, -7, 104, -10, 5, -10, -7, -4, 104, 1
8	CC1CN(C(=O)c2ccncc2)CC(C)O1 (centres undefined)
  -0.2, 15, 101, -7, -10, 26, 3, -7, 106, 1.1
9	O=C(CCSc1nnc(-c2ccncc2)o1)Nc1ccc(F)cc1
  -0.2, 8, 93, -3, 5, 6, 15, 0, 101, 0.9
10	CS(=O)(=O)N1CCN(c2ccccc2NC(=O)c2cccc3ccccc23)CC1
  -0.1, -6, 87, 4, 7, 4, 18, 0, 99, 0.9
11	COc1ccc(C2CC(c3ccc(Cl)cc3Cl)Nc3nc(N)nn32)cc1OC (centres undefined)
  -0.3, 2, 102, -4, 15, 14, -2, 2, 99, 0.9
12	CCn1c(CNc2ccc(Cl)cc2)nnc1SCc1ccc(C)cc1
  -0.5, -7, 104, -14, 22, -8, -4, -1, 100, 0.8
13	CC(=O)c1cccc(NC(=O)NCc2ccccn2)c1
  -0.1, -4, 102, -78, 5, -8, 0, -14, 107, 1
14	COc1ccccc1C(=O)NCC(=O)OC(C)C(=O)NC(=O)NC1CCCCC1 (centres undefined)
  -0.2, 12, 103, -23, -8, -4, -7, 2, 99, 1.1
15	CCCS(=O)(=O)c1nnnn1-c1cccc(OC)c1
  0.0, 22, 95, 62*, 9, -4, 11, 46*, 58, 0.9

Going on with the list.
Each structure is followed by: Hsp70 activator, TLR4 MyD88 comp, STAT3 activator, APP transl inh, Diaph inh CS, G6PDH counter, STAT3 inh, STAT1 inh, STAT1 act, Diaph act CS
16	CC(C)CCOc1ccccc1C(N)=O
  0.1, 2, 98, -2, -14, 6, 10, 0, 101, 1.1
17	OCCN1CCN(C2Cc3cc(Cl)ccc3Sc3ccc(Cl)cc32)CC1 (centres undefined) (tested in a mixture with another compound)
  -0.2, -5, 90, 28, 12, -4, 16, 4, 101, 0.9
18	O=C(Cn1nnc(-c2ccccc2)n1)c1ccccc1
  -0.3, -8, 103, 15, 15, 0, 1, -5, 106, 0.8
19	Clc1ccc(C[n+]2cc(-c3ccccc3)n3c2CCCCC3)c(Cl)c1
  0.1, 10, 79, -8, 9, 2, 26, 40*, 63, 0.9
20	Cc1ccc(OCC(=O)Nn2c(C)nc3ccccc3c2=O)c(C(C)C)c1
  -0.3, 0, 94, 2, 13, 12, 10, -2, 102, 0.9
21	COC(=O)c1ccc(CSc2nc3c(c(=O)n2-c2ccc(Br)cc2)SCC3)o1
  -0.5, -28, 97, -4, 9, -1, 4, 3, 97, 0.9
22	CN(C)S(=O)(=O)c1cccc(NC(=O)COC(=O)c2cccn2C)c1
  -0.3, 8, 109, -8, -9, 9, -11, -3, 103, 1.1
23	CCCOc1ccc(C(=O)N2CCCC2)cc1OC
  0.1, -19, 100, -6, 9, 5, 3, 3, 97, 0.9
24	COC(=O)c1ccc(CN2CCN(CCc3ccccc3)C(CCO)C2)cc1 (centres undefined)
  -0.1, 0, 99, -12, -14, 7, 6, 4, 95, 1.1
25	CCn1c(N2CCN(CC(=O)c3ccc(OC)cc3)CC2)nc2ccccc21
  0.1, 1, 92, 1, 14, -2, 13, 7, 94, 0.9
26	COc1cccc(C2NC(CCSC)(C(=O)O)C3C(=O)N(C(C)C)C(=O)C23)c1O (centres undefined)
  -0.1, -10, 94, -11, 16, -4, 12, -9, 108, 0.8
27	CCc1ccc(OCC(=O)N/N=C(\C)c2ccc3c(c2)OCCO3)cc1
  0.1, 5, 109, 2, 22, -16, -10, -2, 102, 0.8
28	COc1ccc(OCC(=O)Nc2ccc3c(c2)nc(CN2CCCC2)n3C)cc1
  -0.6, -6, 105, -8, 4, 5, 2, -5, 104, 1
29	CCn1c(SCC(=O)NC(=O)NC(C)(C)C)nc2ccccc21
  0.1, -7, 102, -22, 10, 6, 8, 7, 92, 0.9
30	O=C(O)C(O)Cc1c[nH]c2ccccc12 (centres undefined)
  -0.5, 5, 104, -3, 4, 2, 8, 8, 93, 1

More entries:
Each structure is followed by: Hsp70 activator, TLR4 MyD88 comp, STAT3 activator, APP transl inh, Diaph inh CS, G6PDH counter, STAT3 inh, STAT1 inh, STAT1 act, Diaph act CS
31	O=C(COc1ccccc1)N/N=C/c1cc2c(cc1[N+](=O)[O-])OCO2
  -0.1, -2, 95, 8, 13, 7, 7, -5, 104, 0.9
32	C/C(=N\NC(=O)C(=O)N/N=C(\C)c1cccc(O)c1)c1cccc(O)c1
  -0.1, -13, 105, 17, -3, 6, 5, 2, 97, 1
33	O=C(COC(=O)CCN1C(=O)/C(=C\C=C\c2ccccc2)SC1=S)Nc1cc(F)ccc1F
  -0.2, 0, 82, 22, 27, 2, 25, 10, 90, 0.7
34	Cc1cc(-n2c(C)cc(C(=O)CCl)c2C)no1
  0.5, 21, 93, 13, 14, -1, 12, 0, 97, 0.9
35	COc1ccccc1-n1c(-c2cn(C)nc2C)n[nH]c1=S
  0.0, -7, 104, -8, 1, 2, 0, -2, 101, 1
36	NS(=O)(=O)c1ccc(CCNC(=O)CN2CCN(c3ccc(F)cc3)CC2)cc1
  -0.4, -4, 85, 16, 9, 9, 19, -3, 103, 0.9
37	O=C(Cc1ccccc1)Nc1cc(Cl)ccc1Sc1ccccc1
  -0.1, 8, 100, 1, 18, 5, 0, -2, 102, 0.8
38	CC(NS(=O)(=O)/C=C/c1ccccc1)C(=O)O (centres undefined)
  -0.1, -11, 102, -8, 12, -4, 6, -1, 99, 0.9
39	CC(C)CC(NC(=O)c1ccc(C#CC(C)(C)O)s1)C(=O)O (centres undefined)
  -0.1, -7, 93, -2, 16, 12, 14, -1, 99, 0.8
40	CC1CCN(S(=O)(=O)c2cccc(C(=O)NCc3ccco3)c2)CC1
  -0.2, -9, 104, -9, 10, 0, -2, -1, 101, 0.9
41	COc1ccc(C2=CC(=O)CC(c3ccccc3)C2)cc1 (centres undefined)
  -0.5, 1, 80, -8, 17, 7, 29, 3, 96, 0.8
42	O=S(=O)(NCC1CCCO1)c1ccc(Br)s1 (centres undefined)
  0.0, 1, 100, 6, 4, 9, 3, -3, 95, 1
43	Cc1cc(SCC(=O)c2ccccc2)n2nc(C)nc2n1
  -0.3, 2, 100, 13, 32, 11, 0, 9, 92, 0.7
44	CN1CCc2c(sc3nc(SCC(=O)N4CCOCC4)nc(N)c23)C1
  0.0, 13, 92, -4, 10, -3, 14, -2, 103, 0.9
45	O=C1N/C(=N\N=C\c2ccc3ncccc3c2)SC1Cc1ccc(SC(F)F)cc1 (centres undefined)
  0.0, 3, 98, 6, -4, 0, 8, -1, 101, 1

Following part:
Each structure is followed by: Hsp70 activator, TLR4 MyD88 comp, STAT3 activator, APP transl inh, Diaph inh CS, G6PDH counter, STAT3 inh, STAT1 inh, STAT1 act, Diaph act CS
46	Cc1ccnc(NC(=O)c2ccc(Cl)c(NC(=O)C(C)Oc3ccccc3)c2)c1 (centres undefined)
  -0.4, -2, 102, -21, 23, 10, 1, -4, 102, 0.8
47	Cc1ccc2nc(C)cc(OCC(=O)O)c2c1
  -0.4, -2, 99, 5, 15, 10, 4, -6, 105, 0.8
48	COc1cc(OC)c(-c2noc(C(=O)OC(C)(C)C)c2C(=O)OC(C)(C)C)c(OC)c1
  -0.2, -7, 96, 0, 19, 12, 5, 3, 97, 0.8
49	O=C(NCc1ccco1)C1CCCCN1S(=O)(=O)c1ccc(F)cc1 (centres undefined)
  -0.5, 4, 96, -9, 10, 11, 11, 6, 95, 0.9
50	CCn1ncc(Br)c1C(=O)Nc1sc2c(c1C(N)=O)CCC2
  -0.1, -12, 82, 0, 1, 7, 24, 11, 90, 1
51	COc1ccc(N2CC(C(=O)N/N=C/c3ccccc3)CC2=O)cc1 (centres undefined)
  -0.3, 1, 94, -20, 10, 5, 14, -1, 99, 0.9
52	COc1ccc(NC(=O)c2csc(Cc3ccc(Cl)cc3)n2)cc1
  -0.3, -11, 96, 11, 9, -4, 7, -3, 103, 0.9
53	Cc1cccc(NC(=O)CN2NS(=O)(=O)c3ccccc3C2=O)c1
  -0.4, -10, 95, -6, 0, 16, 6, -1, 101, 1
54	COc1ccc(NC(=O)C2CC(=O)N(c3cc(C)ccc3C)C2)cc1 (centres undefined)
  -0.2, 2, 103, -9, 10, -8, 0, 0, 100, 0.9
55	COc1cccc(C(=O)COC(=O)c2ccc(NC(C)=O)cc2)c1
  0.0, -8, 112, 4, 10, 4, -14, -11, 110, 0.9
56	COc1ccc(C)cc1NC(=O)CN(c1ccc(C)cc1)S(C)(=O)=O
  -0.3, 3, 103, -5, 9, 9, -3, 1, 98, 0.9
